3CLpro inhibitor = SARS-CoV 3CLpro protease inhibition. P0C6X7. recombinant SARS-CoV 3CLpro, quenched FRET peptide cleavage. inhibition, % at 6 µM. 290,000 compounds, 0.14% hits. AID 1706; in the data active means inhibition above about 12%
PrPC TRFRET = cell surface PrPC inhibition, primary TR-FRET screen; inhibition, % at 13.8 µM; AID 720596; TR-FRET read-out; 370,000 compounds, 0.43% hits; P04156; in the data active means inhibition above about 24%; further: 0% = median of the test wells and 100% = reference compound wells
DUSP3 inh = DUSP3 (human) phosphatase inhibition. 290,000 compounds, 0.52% hits. P51452. AID 1654. inhibition, % at 13.3 µM. recombinant VHR phosphatase, pNPP absorbance; in the data active means inhibition above about 50%; further: some compounds called inactive have numbers as strong as hits
Target sequence (P51452 whole entry, looked up): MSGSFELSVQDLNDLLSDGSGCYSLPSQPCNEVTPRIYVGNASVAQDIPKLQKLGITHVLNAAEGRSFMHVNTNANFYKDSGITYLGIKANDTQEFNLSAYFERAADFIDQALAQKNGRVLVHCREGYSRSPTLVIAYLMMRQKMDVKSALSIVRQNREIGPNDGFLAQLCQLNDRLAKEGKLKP
Anthrax LF prot = anthrax lethal factor protease inhibition. P15917. multiplex microsphere protease cleavage assay, LF. inhibition, % at 10 µM. 360,000 compounds, 0.12% hits. AID 588501; further: plate controls were buffer without enzyme for full effect and enzyme alone for no effect
Target sequence (P15917 whole entry, looked up): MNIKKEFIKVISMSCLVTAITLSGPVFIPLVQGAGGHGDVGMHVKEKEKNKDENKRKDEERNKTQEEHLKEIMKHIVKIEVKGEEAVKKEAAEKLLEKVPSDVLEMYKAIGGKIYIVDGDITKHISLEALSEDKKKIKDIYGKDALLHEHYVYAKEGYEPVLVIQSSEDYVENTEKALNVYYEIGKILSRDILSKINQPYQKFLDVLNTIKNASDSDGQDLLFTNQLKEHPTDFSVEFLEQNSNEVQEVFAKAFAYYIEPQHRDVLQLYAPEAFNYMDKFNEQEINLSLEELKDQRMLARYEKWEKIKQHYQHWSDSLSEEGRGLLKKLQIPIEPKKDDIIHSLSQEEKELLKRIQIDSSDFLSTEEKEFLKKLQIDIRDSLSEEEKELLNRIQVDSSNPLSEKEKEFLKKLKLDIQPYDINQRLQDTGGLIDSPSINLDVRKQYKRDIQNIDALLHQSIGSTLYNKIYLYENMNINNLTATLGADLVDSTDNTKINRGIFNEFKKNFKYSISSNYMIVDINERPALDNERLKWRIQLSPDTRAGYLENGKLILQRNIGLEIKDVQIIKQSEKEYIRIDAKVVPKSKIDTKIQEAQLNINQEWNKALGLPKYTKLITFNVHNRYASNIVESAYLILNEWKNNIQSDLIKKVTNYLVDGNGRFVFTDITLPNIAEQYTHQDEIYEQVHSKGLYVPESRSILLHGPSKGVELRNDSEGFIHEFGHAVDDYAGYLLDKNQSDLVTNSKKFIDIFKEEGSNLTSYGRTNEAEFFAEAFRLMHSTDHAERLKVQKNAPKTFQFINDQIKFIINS
CCHF vOTU inh = blocks the CCHF virus ovarian tumor domain protease. CCHFV vOTU protease, Pep-AMC fluorescence. inhibition, % at 11.5 µM. 370,000 compounds, 0.55% hits. AID 651958; in the data active means inhibition above about 30%; further: 0% = vehicle wells with enzyme and 100% = no enzyme wells
BoNT-F LC inh = BoNT F light chain protease inhibition; Multiplex microsphere protease cleavage assay, flow cytometry; inhibition, % at 10 µM; 360,000 compounds, 0.22% hits; AID 588497; in the data active means inhibition above about 35%, passing the limit was not always enough; inconclusive means no clear call, values can overlap the other calls; further: plate controls were buffer without enzyme for full effect and enzyme alone for no effect
MazEF act = MazEF (E. coli) toxin RNase activation; AID 504720; 350,000 compounds, 0.32% hits; activation, % at 20 µM; P0AE70; FAM/BHQ RNA-DNA oligo cleavage fluorescence, 5 h; in the data active means activation above about 50%
SSB-PriA inh = blocks PriA binding to SSB C-terminal tail; AlphaScreen SSBct-PriA binding, biotinylated peptide; 430,000 compounds, 0.6% hits; AID 1272365; inhibition, % at 33 µM; in the data active means inhibition mostly above about 37%, no sharp cut-off; inactive means mostly below about 20%;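 further: plate controls were negative control peptide for no effect and reference peptide for full effect; strong numbers were not always called active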
Rv3671c inh = inhibits the M. tuberculosis serine protease Rv3671c; inhibition, % at 5.96 µM; 320,000 compounds, 0.048% hits; P9WHR9; in the data active means inhibition above about 38%;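 further: extracellular domain of Rv3671c used as enzyme; 0% = enzyme with DMSO and 100% = no enzyme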
BoNT-A LC inh2 = blocks Botulinum neurotoxin A light chain protease. multiplex microsphere protease substrate cleavage, flow cytometry. AID 588499. 360,000 compounds, 0.17% hits. inhibition, % at 10 µM; further: plate controls were buffer without enzyme for full effect and enzyme alone for no effect
The depositor's hits bear a star; ? = inconclusive; / = not tested or not shown; & = joins results of further samples. Unless noted, no stated cut-off is given here; in the data, active means inhibition above about 30%; inconclusive means no clear call, values can overlap the other calls; inactive means below that. These rows are one share of the data; rates above refer to the full screens.

Order of values – 3CLpro inhibitor, PrPC TRFRET, DUSP3 inh, Anthrax LF prot, CCHF vOTU inh, BoNT-F LC inh, MazEF act, SSB-PriA inh, Rv3671c inh, BoNT-A LC inh2
- CC(=O)/C(=N\Nc1ccccc1)Sc1nncn1C
→ -1, 6, -4, 2, 11, 2, 3, /, 7, 1.3
- CCOC(=O)Nc1ccc(C(=O)NCC2CCCO2)cc1 (centres undefined)
→ 2, -2, 14, -3, 11, -2, 3, -24, 5, -0.7
- O=C(NCCOc1ccccc1)C1CCC(=O)N(CCc2ccccn2)C1 (centres undefined)
→ -6, 4, 23, 1, 17, 0, -21, -17, -5, -1.8
- CCOc1cc(-c2noc(CCC(=O)NCCc3ccccc3)n2)ccc1OC
→ -1, 6, -7, -3, 14, 4, 0, -8, 3, -5.4
- C[C@]12CCC(=O)C=C1[C@H](O)C[C@@H]1[C@@H]2[C@@H](O)C[C@@]2(C)[C@H]1CC[C@]2(O)C(=O)CO
→ 2, 5, 9, -4, -1, -2, 6, -5, 17, 0.4
- CCOc1cc(/C=C2\SC(=O)N(CC(=O)Nc3ccccc3F)C2=O)cc([N+](=O)[O-])c1O
→ -2, -4, 15, -8, 2, 6, -2, -12, 7, 1.1
- Fc1ccc(CNCc2ccco2)cc1
→ 7, -2, 7, 0, 8, -17, 4, 1, 0, -0.4
- COc1ccc(Nc2oc(-c3ccccc3)nc2C#N)cc1
→ 3, -2, 32, -6, -6, -5, 8, -5, 6, -0.7
- CN1C(=O)c2cccc(NC(=O)CCc3ccccc3)c2C1=O
→ 1, -9, 17, -7, -5, -8, 3, -29, -8, 0.3
- C=CCN1CCN(C(=O)c2cc3c(s2)CCCC3)CC1
→ 2, 4, 0, /, -5, /, 4, 3, 0, /
- CCc1ccc(NC(=O)c2cnc(SC)nc2C)cc1
→ -2, 4, 15, 8, 13, -6, -5, -7, /, -2.5
- CC(C)NC(=O)COc1ccc(S(=O)(=O)N(C)Cc2ccccc2)cc1
→ 1, 1, -3, -2, 12, 1, 2, -3, -4, -0.3
- CCOC(=O)NC(=O)c1cn(CCNCCO)c(=O)[nH]c1=O
→ -7, -3, 24, 0, -8, 1, 7, -6, -13, -0.1
- CC(C)(C)c1nc2ccccc2c2nnc(SCC(=O)Nc3nccs3)n12
→ 3, 3, 22, 0, -14, -1, 16, 2, 3, -0.4
- N#C/C(=C\c1ccc(OCCN2CCOCC2)cc1)C(=O)Nc1ccccc1F
→ 2, -1, 6, -12, 12, -18, -1, -6, -2, -4.0
- Cc1ccc(N(CC(=O)NCCc2ccccc2)C(=O)c2csnn2)cc1
→ -2, -2, 8, 8, 7, 4, 5, -9, 5, -2.4
- CC(=O)N/C(=C\c1ccccc1)C(=O)OC(C)C(=O)N(C)c1ccccc1 (centres undefined)
→ /, 1, /, 1, 5, -7, 3, 2, 3, -1.0
- O=C(CCc1ccccc1)Nc1ccc2c(c1)C(=O)OC2
→ -8, /, -1, 3, /, 27, 4, -2, 3, 1.3
- Cc1noc(C)c1S(=O)(=O)Nc1ccccc1OC(F)(F)F
→ 0, 9, 6, 0, -3, ?, 4, -6, 3, ?
- COc1ccccc1C(=O)NC(=O)COC(=O)CCOc1ccccc1C
→ /, -4, /, 1, 2, -7, -1, -9, 0, -3.0
- N#Cc1nc(-c2ccco2)oc1NCCCN1CCOCC1
→ -1, -5, 11, -9, -31, 0, 0, -5, -3, 0.4
- Cc1ccc(S(=O)(=O)Nc2ccncc2)c(C)c1N(C)S(=O)(=O)c1ccc(F)cc1
→ -4, 3, 5, -2, 8, -1, -2, -20&5, 2, 0.1
- Cc1ccccc1OCC(=O)N/N=C1\CC(=O)CC(C)(C)C1
→ -4, 3, 2, 4, -4, -4, 2, /, -4, -2.2
- COc1ccc(C(=O)N[C@H]2CCCCNC2=O)cc1OC1CCN(C(C)C)CC1
→ -6, 5, 2, 1, -3, 5, 10, -13, 6, 0.6
- O=C1OCC(c2ccccc2)=C1c1ccc(S(=O)(=O)N2CCOCC2)s1
→ 2, -4, 13, 0, -2, 6, -4, 5, 0, 1.9
- COc1cc2nc(Cl)nc(N3CCCCC3)c2cc1OC
→ -3, -6, 12, -2, 15, -5, -20, 3, -4, -0.5
- NC(=O)c1nsc(C(=O)N(Cc2ccco2)C(C(=O)NCC2CCCO2)c2ccc(O)cc2)c1N (centres undefined)
→ -1, -8, -46, 10, -12, 10, 10, -7, 5, 3.5
- COc1ccc(C(=O)NCC(=O)OCC(=O)NCc2ccc3c(c2)OCO3)cc1
→ /, 2, /, -10, 10, -9, 2, -3, 2, -0.2
- CCO[C@H]1OC(C(=O)N2CCN(C)CC2)=C[C@@H](c2ccc3c(c2)OCO3)[C@@H]1CCCO
→ 0, -1, 16, -8, 15, -6, -8, 11, 3, -0.3
- CCN(CC)S(=O)(=O)c1cccc(-c2nnc(SCCOc3ccccc3)o2)c1
→ 1, 4, 3, -12, 13, -29, -2, -11, -22, 1.1

Compounds listed so far with an aryl thioether with sulfur outside any ring:
Order of values – 3CLpro inhibitor, PrPC TRFRET, DUSP3 inh, Anthrax LF prot, CCHF vOTU inh, BoNT-F LC inh, MazEF act, SSB-PriA inh, Rv3671c inh, BoNT-A LC inh2
- CCc1ccc(NC(=O)c2cnc(SC)nc2C)cc1
→ -2, 4, 15, 8, 13, -6, -5, -7, /, -2.5
- CC(C)(C)c1nc2ccccc2c2nnc(SCC(=O)Nc3nccs3)n12
→ 3, 3, 22, 0, -14, -1, 16, 2, 3, -0.4
- CCN(CC)S(=O)(=O)c1cccc(-c2nnc(SCCOc3ccccc3)o2)c1
→ 1, 4, 3, -12, 13, -29, -2, -11, -22, 1.1

Carrying on:
Order of values – 3CLpro inhibitor, PrPC TRFRET, DUSP3 inh, Anthrax LF prot, CCHF vOTU inh, BoNT-F LC inh, MazEF act, SSB-PriA inh, Rv3671c inh, BoNT-A LC inh2
- Cc1ccc(S(=O)(=O)NCC(=O)OCC(=O)Nc2ccccc2OC(F)F)cc1
→ 2, 3, 30, -2, 11, -5, -3, -8, 7, 0.5
- COc1ccc(CCN2CC(C(=O)NCc3cc(C(C)C)no3)CCC2=O)cc1 (centres undefined)
→ -6, 0, 13, 2, 6, 2, 16, 2, /, -0.1
- O=C(NNC1=NCCN1Cc1ccccc1)c1cccc(C(F)(F)F)c1
→ -1, -3, 4, 8, 0, -11, 0, -19, -3, 0.1
- c1ccc(CCn2cccc2)nc1
→ /, 1, /, -1, -12, -3, 3, -2, /, 0.1
- Cn1nccc1C(=O)Nc1cccc(C(F)(F)F)c1
→ 5, -4, 16, 0, 1, 1, -4, -4, -4, -0.3
- Cc1ccccc1N1C(=O)CC(=O)NC1=O
→ -1, 2, 2, 1, 7, -8, 5, -12, -10, -7.3
- CCC(C)c1ccc(NC(=O)C/C(C)=N/NC(=O)c2cnccn2)cc1 (centres undefined)
→ 4, 8, -10, -2, -11, 6, 2, /, -14, -0.3
- CCc1cc(=O)oc2c(C)c(O)c(CN(C)C)cc12
→ 5, 0, 12, 6, -310, 4, 8, -5, 2, 1.8
- CCN(CC)S(=O)(=O)c1ccc(C(=O)N2CCc3ccccc32)cc1
→ 3, -2, -3, -4, -13, 0, 3, -23, 0, -1.4
- COc1cc(/C=N/S(=O)(=O)CCc2ccccc2)ccc1O
→ -1, -2, 23, -2, 10, 23, -3, /, -2, 1.0
- CCCCn1c(N)c(N(CCC(C)C)C(=O)COC(=O)c2cccnc2OCC)c(=O)[nH]c1=O
→ /, 6, /, -12, 8, 1, -2, -10, -1, 0.2
- O=C(N[C@@H](Cc1ccccc1)C(=O)NC1CCCCCC1)c1ccco1
→ 0, 4, 8, 4, -7, 1, 1, -11, 3, 0.9
- O=C(CSc1nnc(-c2ccccn2)o1)Nc1ccc(F)cc1
→ -4, -4, 50, -4, 13, -7, 1, -12, 5, -2.8
- CC1CCN(c2ccc3nnc(CCC(=O)NC(C)C)n3n2)CC1
→ 5, 0, -16, -1, 4, 3, 9, -12, -8, -2.7
- CC1CC(C)CN(C(=O)c2nn(C)c3c2CSc2ccccc2-3)C1 (centres undefined)
→ 0, 6, -2, 1, 4, -1, -4, 1, 1, 0.1
- COc1ccc(C(=O)N(C)Cc2ccccn2)cc1OC1CCN(C(C)C)CC1
→ -2, -3, 15, 0, 12, 8, -1, -9, 1, 1.9
- CC1(C)CC(=O)C2=C(C1)OC(N)=C(C#N)C2c1cccc(OC(=O)c2ccco2)c1 (centres undefined)
→ 5, -2, 2, -7, 9, 8, 1, -9, 12, 2.1
- Cc1nc(CNC(=O)CC2C(=O)NCCN2Cc2cccc(Oc3ccccc3)c2)cs1 (centres undefined)
→ 3, 1, 13, -1, 8, -4, -3, 10, -2, 0.2
- O=C(O)COc1ccc(/C=N/NC(=O)c2cn(-c3ccccc3)nc2-c2ccccc2)cc1
→ 2, -1, 12, -7, 12, -7, 4, /, -11, 0.1
- CCOC(=O)c1cc(C(=O)OCC)c(=O)[nH]c1N1CCCC1
→ 2, -6, -2, -3, 12, -7, 6, -2, -5, 0.1
- CCOc1ccc(C=NNC(=O)c2ccc(-n3cnnn3)cc2)cc1
→ /, -1, /, 1, -3, -5, -4, 0, 0, 0.3
- CN(C)c1ccc(/C=N/N(Cc2ccccc2)c2ccccc2)cc1
→ -1, -2, -4, -6, -3, -12, 0, /, -5, -0.4
- CC1(C)CCC(=NNC(N)=S)CC1
→ /, 10, /, -6, -18, -6, 2, -12, /, 0.5
- O=C(NCC1CC1)Nc1ccccc1F
→ 0, -1, 22, 11, -2, 1, 4, -10, 8, -3.8
- Clc1cccc(CSc2ncn(-c3ccccc3)n2)c1
→ -2, 1, 4, 0, -5, -4, -6, -57, 4, -0.9
- O=C(c1ccccc1Br)N1CCN(c2ccc([N+](=O)[O-])c(N3CCOCC3)c2)CC1
→ 5, 0, 48, 0, -10, 0, 7, -12, -1, -0.2

Copied from the list.
In 3CLpro inhibitor, `CCN(CC)S(=O)(=O)c1ccc(C(=O)N2CCc3ccccc32)cc1` is entered as 3
In BoNT-A LC inh2, `Cc1ccc(S(=O)(=O)NCC(=O)OCC(=O)Nc2ccccc2OC(F)F)cc1` is entered as 0.5
In 3CLpro inhibitor, `Cc1nc(CNC(=O)CC2C(=O)NCCN2Cc2cccc(Oc3ccccc3)c2)cs1` (centres undefined) is entered as 3
In BoNT-A LC inh2, `Cn1nccc1C(=O)Nc1cccc(C(F)(F)F)c1` is entered as -0.3
In SSB-PriA inh, `COc1ccc(CCN2CC(C(=O)NCc3cc(C(C)C)no3)CCC2=O)cc1` (centres undefined) is entered as 2
In CCHF vOTU inh, `CC1CC(C)CN(C(=O)c2nn(C)c3c2CSc2ccccc2-3)C1` (centres undefined) is entered as 4

Some entries already given, reduced to Anthrax LF prot.
mol | Anthrax LF prot
CCc1cc(=O)oc2c(C)c(O)c(CN(C)C)cc12 | 6
COc1cc(/C=N/S(=O)(=O)CCc2ccccc2)ccc1O | -2
